Screens: PubChem, National Center for Advancing Translational Sciences (NCATS)
Tau fibril ThT: inhibitors of human tau fibril formation, thioflavin T binding; P10636; recombinant tau K18 P301L (four-repeat tau fragment), heparin-induced fibrillization, ThT fluorescence; Potency, µM (titrated, usually from 57.4 µM), inactives show at the top dose activity, negative = inhibition, actives largely listed as inhibitors; actives 2.1% (n = 270,000); further: on the % scale 0 is the no-effect control and ±100 the full control effect; nearly all actives have a fitted effect of over 55% in size
Target sequence (P10636 561-689 P618L limits assumed): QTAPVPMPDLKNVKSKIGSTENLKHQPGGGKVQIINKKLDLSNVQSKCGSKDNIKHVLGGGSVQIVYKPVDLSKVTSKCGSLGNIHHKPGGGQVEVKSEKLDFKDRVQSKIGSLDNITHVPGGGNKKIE
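K18 P301L tau (15 uM + 0.24 uM Alexa 594-tagged), heparin 20 uM, NaOAc pH 7, 6 h 37 C; ThT 30 uM, 1 h RT, ex 450/em 510 nm.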
KinaseGlo FLuc: blocks Kinase-Glo luciferase, a counter-screen artifact; Q27757; actives 0.28% (n = 200,000); Kinase-Glo luciferase, ATP luminescence, 8 min; Potency, µM (top dose mostly 38.3 µM), inactives show at the top dose activity change, negative = inhibition, most hits filed as inhibitors; further: on the % scale 0 is the no-effect control and ±100 the full control effect; nearly all actives have a fitted effect of over 60% in size
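Recombinant Kinase-Glo luciferase, 10 uM ATP (linear range), luciferin; imidazole pH 7.2 / KCl / MgCl2 / Tween / BSA buffer; 8 min RT; luminescence.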
LMNA splice mod: modulators of lamin A splicing; HeLa LMNA splicing GFP/RFP minigene ratio, 48 h; Potency, µM (top dose mostly 46.1 µM), for inactives: at the top dose ratio change, negative = inhibition, most hits filed as inhibitors; actives 0.01% (n = 200,000); active means well fitted inhibition curve with a large enough effect in the signal ratio, with a control signal flat, not every such curve was filed as active; inconclusive means small, poorly fitted or top-dose-only effect, or effect the other way, or a change in a side signal; the % refers to the signal ratio; further: on the % scale 0 is the no-effect control and ±100 the full control effect
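Read-out is the ratio of GFP to DsRed2 object intensity, acquired by 488 nm laser-scanning cytometry on HeLa lamin A-EGFP minigene reporter cells. Compound incubation 48 hrs at 37 °C in Opti-MEM with 2% FBS; DMSO 0.5% final.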
JMJD2E inh: JMJD2E (human) inhibition; JMJD2E catalytic domain, FDH-coupled NADH fluorescence (FDH is formaldehyde dehydrogenase); Potency, µM (highest dose often 57.1 µM), inactives show top-dose activity change, negative = inhibition, actives largely listed as inhibitors; actives 1.6% (n = 230,000); active means well fitted inhibition curve with a large enough effect, not every such curve was filed as active; inconclusive means small, poorly fitted or top-dose-only effect, or another doubt; inactive means no such curve, though single readings can be large or run the other way;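 further: 0% = wells with enzyme and -100% = buffer wells without enzyme; nearly all actives have a fitted effect of over 50% in size; many of its hits are not listed in these tables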
Target sequence (B2RXH2 1-337 limits assumed): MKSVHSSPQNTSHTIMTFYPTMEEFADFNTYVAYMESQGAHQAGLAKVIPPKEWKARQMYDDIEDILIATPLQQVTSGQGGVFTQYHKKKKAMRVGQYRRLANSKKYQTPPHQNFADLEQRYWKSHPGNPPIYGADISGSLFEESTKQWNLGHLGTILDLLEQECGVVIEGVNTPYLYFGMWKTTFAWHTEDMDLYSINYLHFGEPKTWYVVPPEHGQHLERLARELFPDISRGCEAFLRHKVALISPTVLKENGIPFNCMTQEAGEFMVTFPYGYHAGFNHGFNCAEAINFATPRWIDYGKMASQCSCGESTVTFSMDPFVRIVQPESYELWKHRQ
RECQ1 inh: RECQ1 (human) helicase inhibition; P46063; RECQ1 DNA unwinding, red fluorescence kinetic read; Potency, µM (highest dose often 57.3 µM), inactives show at the highest dose activity, negative = inhibition, most hits filed as inhibitors; actives 0.54% (n = 240,000); AID 2549;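 further: plate controls were vehicle for no effect and no enzyme for full effect; nearly all actives have a fitted effect of over 30% in size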
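RECQ1T1 50 nM; forked duplex (20 bp + 30-nt ss tails) 200 nM, ATP 2 mM final; pH 8.0, 2 mM MgCl2, 2.5 ug/ml poly(dI-dC); 15 min compound preincubation; discontinuous kinetic read over 2 h at RT.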
ALDH1A1 block: blocks purified human ALDH1A1 activity | Purified ALDH1A1, NADH fluorescence, propionaldehyde substrate | Potency, µM (highest dose often 75.3 µM), inactives show at the highest dose activity, negative = inhibition, most hits filed as inhibitors | actives 7.3% (n = 220,000) | AID 1030; active means well fitted inhibition curve with a large enough effect, not every such curve was filed as active; inconclusive means small, poorly fitted or top-dose-only effect, or another doubt; inactive means no such curve, though single readings can be large or run the other way;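 further: plate controls were no enzyme wells and a reference inhibitor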
Target sequence (P00352 whole entry, looked up): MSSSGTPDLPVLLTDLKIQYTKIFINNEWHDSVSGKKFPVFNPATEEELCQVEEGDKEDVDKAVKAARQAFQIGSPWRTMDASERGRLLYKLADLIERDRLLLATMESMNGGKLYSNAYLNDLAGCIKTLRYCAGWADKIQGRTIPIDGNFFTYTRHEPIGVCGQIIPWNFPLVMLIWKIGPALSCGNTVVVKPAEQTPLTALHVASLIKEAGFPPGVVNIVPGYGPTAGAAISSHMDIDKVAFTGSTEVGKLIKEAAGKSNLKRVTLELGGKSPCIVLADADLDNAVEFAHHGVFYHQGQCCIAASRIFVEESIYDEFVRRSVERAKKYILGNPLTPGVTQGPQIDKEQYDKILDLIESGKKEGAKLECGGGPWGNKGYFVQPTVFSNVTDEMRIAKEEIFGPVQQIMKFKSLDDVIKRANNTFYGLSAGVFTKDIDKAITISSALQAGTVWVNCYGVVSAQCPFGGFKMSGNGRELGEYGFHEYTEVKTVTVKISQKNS
SMN2 splice up: enhancers of SMN2 splice variant expression; actives 2.8% (n = 210,000); HEK293 SMN2-luciferase splicing reporter, luminescence, 30-36 h; Potency, µM (doses to about 46.1 µM), inactives show at the highest dose activity change, positive = activation, hits mostly activators; further: % of control where 0% means no effect; nearly all actives have a fitted effect of over 55% in size
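HEK293 cells carry an SMN2 […]–luciferase reporter in which exon 7 inclusion puts luciferase in frame. Cells were plated 10-12 h before compound addition, then incubated 30-36 h at 37C. ONE-Glo luminescence was read; sodium butyrate at 4.5 mM final served as control.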
L3MBTL1 block: inhibitors of human L3MBTL1 | Potency, µM (highest dose often 57.1 µM), inactives show at the top dose activity, negative = inhibition, actives largely listed as inhibitors | AlphaScreen L3MBTL1–H3K9me1 peptide binding | actives 0.66% (n = 230,000) | Q9Y468; further: on the % scale 0 is the no-effect control and ±100 the full control effect; nearly all actives have a fitted effect of over 60% in size
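Read-out is AlphaScreen signal from streptavidin donor and nickel chelate acceptor beads (10 ug/mL final each) bridging L3MBTL1 (50 nM) and biotinylated K9-monomethylated H3(1-15) peptide (75 nM), after 30 min compound exposure at room temperature.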
An asterisk follows results filed as active; i = inactive; ? = inconclusive; nt = not tested or not shown; [ ] = dose if it differs, or a comment. Unless noted, the call rests on the fitted dose curve; in most records, active means well fitted curve in the direction sought with a large enough effect; inconclusive means small, poorly fitted or top-dose-only effect, or another doubt; inactive means no such curve, though single readings can be large; an effect the other way counts as inactive or inconclusive. Potency means the concentration at half of the fitted maximal effect. Some of the compounds tested (hit frequency here may not be typical).

| compound | Tau fibril ThT | KinaseGlo FLuc | LMNA splice mod | JMJD2E inh | RECQ1 inh | ALDH1A1 block | SMN2 splice up | L3MBTL1 block |
| --- | --- | --- | --- | --- | --- | --- | --- | --- |
| O=C(CSc1nc(Nc2ccccc2)nc(N2CCOCC2)n1)Nc1ccc([N+](=O)[O-])cc1 | ? | -1% | -3% | 3% | -4% | -7% | 25% | nt |
| Cc1cc(C)c(S(C)(=O)=O)c(Oc2ccccc2C)n1 | -1% | 2% | 5% | 4% | 4% | 10% | -19% | -3% |
| CCNC(=S)N1CCN(S(=O)(=O)c2ccc(C)c(C)c2)CC1 | 7% | -3% | nt | ? | 1% | ? | -18% | -28% |
| COc1c(C)cc(C(=O)C2CCCN(C(=O)c3ccc4cc[nH]c4c3)C2)cc1C (stereo not given) | -7% | -1% | 18%[46 µM] | 13% | -5% | ? | nt | -13% |
| CN(C)/C=C1\C(=O)N(c2ccc(Cl)cc2)CS1(=O)=O | -7% | -9% | 0% | 7% | -17% | 5% | 29% | 6% |
| CC(/C=N/NC(=O)CSc1ccccn1)=C\c1ccc(C(C)C)cc1 | ? | 2% | -2% | -3% | -3% | 25µM* | ? | -9% |
| Cc1ccc(-n2ncc(C#N)c2/N=C/N2CCOCC2)cc1 | -7% | 0% | 3% | 6% | -2% | -3% | -17% | 2%[11.4 µM] |
| COc1ccccc1CCc1nnc(CCC(=O)NC(C)Cc2cccc(C)n2)o1 (stereo not given) | -11% | nt | nt | 8% | -2% | nt | nt | 3% |
| N#Cc1c(-c2cccs2)cc(-c2cccnc2)nc1N | -8% | -2% | -20% | ? | 15% | ? | 0% | 15% |
| CCNC(=S)N1CCN=C1Nc1nc(C)cc(C)n1 | -6% | 0% | nt | -9% | -6% | 3% | nt | 4% |
| CN(C(=S)Nc1ccccc1)c1ccccc1 | 4% | 0% | 5% | -4% | -1% | 1% | -7% | 9% |
| CCC1C=C(c2ccccc2)C=CN=C1N(CC)CC (stereo not given) | -1% | 10% | 4% | 1% | 0% | 4% | -3% | 0% |
| NC(=O)CC(NC(=O)OCc1ccccc1)C(=O)O (stereo not given) | -3% | 6% | 18% | 5% | i | -2% | 17% | 4% |
| O=C(OCC#CCSc1nc2ccccc2o1)c1ccco1 | ? | -3% | 7% | -7% | -1% | 1% | 12% | -1%[11.4 µM] |
| Cn1c(=O)c2c(nc(N/N=C3\CCCc4ccccc43)n2Cc2ccc(F)cc2)n(C)c1=O | -14% | -4% | -4% | -13% | -3% | -7% | 1% | 7% |
| COc1cc(/C=N/NC(=S)Nc2cccc(C(=O)O)c2)ccc1O | ? | -1% | -13% | ? | 1% | ? | 10% | 0% |
| Cc1cc(C)cc(-n2nnnc2SCC(=O)Nc2cccc(NC(=O)c3ccco3)c2)c1 | -7% | -6% | ? | -7% | 0% | ? | -14% | 4% |
| COc1ccc(C(=O)Nc2c(C(C)(C)C)nn(C)c2C(C)(C)C)cc1 | -5% | nt | nt | 1% | -4% | nt | nt | -2% |
| COc1ccccc1-c1c(C)nn2c(N3CCN(Cc4ccccc4)CC3)cc(C)nc12 | ? | -2% | -18% | ? | -5% | ? | -57%[inhibitor] | nt |
| COc1ccccc1NS(=O)(=O)c1cccc(C(=O)N/N=C/c2ccc(NC(C)=O)cc2)c1 | 1% | 1% | 17%[46 µM] | ? | i | ? | 5% | 10% |
| O=C(Nc1ccc(N2CCOCC2)cc1)c1cc2c(s1)CCCC2 | ? | 5% | ? | 10% | i | -5% | -12% | -25% |
| O=C(O)CCn1c(SCc2cc(=O)n3ccccc3n2)nc2ccsc2c1=O | -1% | 0% | nt | ? | 11% | ? | -14% | nt |
| O=C1NC(Cc2c[nH]c3ccccc23)C(=O)N1Cc1cccc2ccccc12 (stereo not given) | -7% | 3% | -23% | -3% | -1% | -15% | 0% | -3% |
| O=C(Nc1ccccc1)N1CCCC2(CCN(C(=O)c3cccc(F)c3)CC2)C1 | nt | -1% | nt | nt | -4% | -1% | -6% | nt |
| CCOC(=O)c1ccc(NC(=O)CSc2nnc(Cn3c(=O)sc4ccccc43)n2C)cc1 | -11% | 6% | -9% | 3% | -6% | 6% | 11% | -1% |
| CCCN(CCC)CCNC(=O)C(NS(=O)(=O)c1ccc2c(c1)CCC(=O)N2)c1ccccc1 (stereo not given) | -9% | -4% | 8% | 9% | -2% | 0% | -10% | 5%[11.4 µM] |
| N#Cc1nc(Cc2ccccc2)oc1NCCN1CCOCC1 | 0% | 2% | 9% | -1% | i | 10% | -13% | -3% |
| O=C(CSc1nnc(-c2ccc(F)cc2)o1)c1ccc2c(c1)OCCO2 | -11% | -2% | 4% | 6% | -9% | 8% | 3% | nt |
| CCOC(=O)Nc1sc2c(c1C(=O)OCC)CCC2 | ? | 1% | 0% | 1% | i | ? | -11% | nt |
| CCc1ccccc1NC(=O)CC(O)(C(=O)OC)C(F)(F)F (stereo not given) | -1% | -3% | 2% | -1% | -2% | 5% | -6% | 3% |
| CCCc1c(OCCCOc2ccc(OCC(=O)O)cc2)ccc(CC=O)c1O | ? | 1% | nt | 6% | -10% | 0% | nt | nt |
| CCOc1cc(NC(=O)C2CCCO2)c(OCC)cc1NC(=O)C1CC1 (stereo not given) | 4% | -2% | 4% | -2% | -8% | ? | nt | nt |
| Cn1c(=O)[nH]c(=O)c2c1nc(N1CCCC1)n2CCSc1nc2ccccc2[nH]1 | 1% | 15% | 7% | 4% | -3% | 0% | -15% | nt |
| Cc1ccc(S(=O)(=O)Nc2ccc(C(OC(=O)c3ccccc3[N+](=O)[O-])(C(F)(F)F)C(F)(F)F)cc2)cc1 | 5% | -5% | ? | 1% | 0% | ? | nt | -6% |
| c1ccc2c(Nc3nc(N4CCOCC4)c4ccccc4n3)cccc2c1 | ? | 2% | ? | -12% | -6% | -12% | -60%[inhibitor] | 17% |
| CCN(CC)c1ccc(C=Nc2cc(C)cc(C)c2)c(O)c1 | 1% | -1% | -2% | 0% | -10% | 14µM* | -6% | -6% |
| O=C(/C=C/Nc1ccccc1)c1ccccc1 | -1% | 7.1µM* | 7% | 1% | -1% | ? | 11µM* | nt |
| CC1CC(C)CN(c2nc3c(c(=O)n(C)c(=O)n3C)n2CCSc2ncccn2)C1 (stereo not given) | -5% | 15% | 2% | 5% | -8% | -3% | 9% | 4% |
| CCn1c(SCC(=O)Nc2cc(OC)ccc2OC)nnc1C1CCCCC1 | -4% | 0% | -4% | -17% | i | -7% | nt | nt |
| CCOC(=O)Nc1cccc(Cl)c1C | -13% | -8% | 2% | -3% | i | 16% | 4% | 3% |
| Cc1cccc(CN2CCN(c3nc4nonc4nc3NC3CC3)CC2=O)c1 | 2% | nt | nt | -2% | i | ? | nt | 0% |
| Cc1c(C(=O)NCc2ccco2)cccc1[N+](=O)[O-] | -8% | 1% | -2% | 6% | -2% | 1% | -3% | 10% |
| COc1ccc(C2(CNC(=O)c3ccc(OC)c([N+](=O)[O-])c3)CCOCC2)cc1OC | -6% | 8% | 9% | 5% | -4% | -6% | 19% | 2% |
| COCC(=O)N(C)C1(c2nnnn2CCOC(=O)Nc2ccc(Cl)cc2)CCCC1 | 5% | 1% | -6% | -3% | -2% | 10% | 11% | -4% |
| COCCN1CN=C(Nc2nc(C)c3ccc(C)cc3n2)NC1 | -9% | -4% | -16% | -7% | -1% | 6% | -25% | -2% |
| Cc1cccc(-n2c(CCc3ccccc3)nnc2SCC(=O)c2ccccc2)c1 | ? | -2% | ? | 6% | -18% | ? | -15% | -6% |
| O=C(O)CCCC(=O)Nc1ccccc1Br | -6% | 1% | -3% | 0% | -13% | 3% | 20% | nt |
| Cc1ccc(N2C(=O)c3ccccc3C2Nc2ccccc2)nc1 (stereo not given) | -16% | -2% | -4% | -1% | -10% | 5% | -6% | nt |
| COc1ccc(CNC(=O)CN(C2CCCCC2)S(C)(=O)=O)cc1 | 2% | -2% | 2% | 3% | 4% | ? | 7% | 11% |
| COCCCNc1nc2ccccc2nc1NS(=O)(=O)c1cccs1 | -32% | -4% | 8% | ? | -4% | ? | -12% | -1% |
| Cn1c(=O)cc(SCC(=O)NCCCN2CCN(c3ccc(F)cc3)CC2)c2ccccc21 | -15% | nt | ? | 7% | -17% | ? | nt | 2% |
| Cc1ccc(-n2cc(CN3CCN(Cc4nccn4C)CC3)c(-c3ccc(F)cc3)n2)cc1 | -2% | -2% | nt | 6% | i | 25µM* | nt | ? |
| CC(NC(=O)c1ccccc1Br)c1nnc(SCc2ccc([N+](=O)[O-])cc2)n1C (stereo not given) | -7% | -1% | 13% | -4% | -18% | 7% | 3% | 12% |
| O=C(COc1ccc(C(=O)c2ccccc2)cc1)NCc1ccc(F)cc1 | -7% | -3% | ? | ? | -16% | ? | -14% | 10% |
| Cc1cc(=O)n2nc(N3CCCC(C(=O)N4CCN(c5ccccc5)CC4)C3)sc2n1 (stereo not given) | -7% | 4% | 3% | -9% | i | -15% | -15% | 3% |
| CCCCCC(=O)NC(=S)Nc1ccccc1C(=O)OC | -9% | -2% | 8% | 2% | -13% | ? | -16% | nt |
| CC(=O)OC[C@H]1O[C@@H](O/N=C(\C)CCN2CCCCc3nc(C)c(C)cc32)[C@H](OC(C)=O)[C@@H](OC(C)=O)[C@@H]1OC(C)=O | -14% | -1% | ? | ? | -1% | -3% | -8% | -1% |
| Cc1ccc2[nH]c(=O)cc(C(=O)OCC(=O)c3ccc(F)cc3)c2c1 | 3% | 0% | nt | -14% | i | 1% | 11% | 6% |
| O=C(c1ccco1)N(Cc1cc2ccccc2[nH]c1=O)CC1CCCO1 (stereo not given) | -9% | 7% | 0% | ? | -7% | -1% | -5% | nt |
| CCc1nc(SCC(=O)Nc2cc(C)on2)n[nH]1 | -13% | 0% | 4% | 8% | -1% | -13% | -13% | -6% |
| O=C(Oc1cccc(C(=S)N2CCCCC2)c1)c1ccccc1 | -14% | 1% | ? | -4% | -4% | 2.5µM* | -4% | -22% |
